Bioassay records deposited in PubChem by several laboratories.
GC-A act: GC-A stimulated cGMP production enhancers – HEK293 GC-A cells, cGMP TR-FRET, EC30 ANP, primary screen; Atrial natriuretic peptide receptor 1 (Homo sapiens), P16066; 0% at EC30 ANP, 100% saturating ANP; activation, % at 10 µM; 0.14% of 370,000 active; in the data active means activation above about 40%
NPR2 activator: human GC-B receptor activators, primary screen, HEK293 GC-B cells, cGMP TR-FRET, EC30 CNP | activation, % at 10 µM | 0% at EC30 CNP, 100% saturating CNP | 0.11% of 370,000 active;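 active means activation at 10 µM reaching about 35% in either raw or pattern-adjusted values, limit read from the data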
DAX1 inh-1: DAX1 (NR0B1) inhibitors, primary screen, cell-based, HEK293, Gal4-DAX1, luciferase luminescence. inhibition, % at 6.75 µM. AID 504766, 2011. Nuclear receptor subfamily 0 group B member 1 (Homo sapiens), P51843. HEK293 Gal4-DAX1 luciferase reporter. 0.99% of 340,000 active;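 active means inhibition above the mean over all tested compounds plus 3 SD, cut at about 4.2% in these data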;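 further: 0% = DAX1-transfected cells with DMSO and 100% = empty-vector control cells with DMSO; inhibition shows as a rise in luminescence from relieved DAX1 repression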
hgDAF-12 ag: H. glycines DAF-12 receptor agonists, primary screen, cell-based, luminescence, HEK293, GAL4 fusion, UAS-luciferase; HEK293 GAL4-hgDAF12 UAS-luciferase reporter, agonist luminescence; normalized to butyrate control; activation, % at 6.8 µM; 1.8% of 370,000 active;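 active means activation above a cutoff set at the mean of all screened compounds plus 3 SD, cut at about 10% in these data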;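 further: 0% = DMSO wells and 100% = sodium butyrate wells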
sPLA2-III inh: human group III sPLA2 inhibitors, primary screen, biochemical, QFRET, BODIPY PC-A2 liposome substrate; Group 3 secretory phospholipase A2 (Homo sapiens), Q9NZ20; AID 743126, 2013; 0.56% of 370,000 active; QFRET BODIPY PC-A2 liposome hydrolysis, fluorescence; inhibition, % at 12.2 µM;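 active means inhibition above mean plus 3 SD of compounds lying within the high and low control bounds, cut at about 19% in these data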;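 further: 0% = median of test compound wells and 100% = no enzyme DMSO wells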
Target sequence (Q9NZ20 whole entry, looked up): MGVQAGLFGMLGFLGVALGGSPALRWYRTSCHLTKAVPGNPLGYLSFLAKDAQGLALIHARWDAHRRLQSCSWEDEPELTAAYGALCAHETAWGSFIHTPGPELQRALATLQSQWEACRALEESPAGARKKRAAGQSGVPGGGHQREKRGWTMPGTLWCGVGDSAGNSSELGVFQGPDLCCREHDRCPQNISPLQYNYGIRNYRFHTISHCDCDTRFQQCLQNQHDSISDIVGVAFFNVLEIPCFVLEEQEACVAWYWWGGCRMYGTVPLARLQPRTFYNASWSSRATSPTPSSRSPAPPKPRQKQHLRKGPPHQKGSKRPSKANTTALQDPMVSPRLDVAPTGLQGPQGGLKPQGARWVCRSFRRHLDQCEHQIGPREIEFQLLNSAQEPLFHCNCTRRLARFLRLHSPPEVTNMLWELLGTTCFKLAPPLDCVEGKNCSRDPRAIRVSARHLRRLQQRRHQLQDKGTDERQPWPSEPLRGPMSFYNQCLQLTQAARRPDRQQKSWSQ
ADAM10 inh: human ADAM10 inhibitors, primary screen, biochemical, QFRET, HTS; Disintegrin and metalloproteinase domain-containing protein 10 (Homo sapiens), O14672; recombinant ADAM10, EDANS/DABCYL FRET peptide cleavage, 3 h; inhibition, % at 7 µM; 0.62% of 370,000 active; AID 720582, 2013;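 active means inhibition above a per-campaign cutoff equal to the mean of compounds falling between control-based bounds plus 3 SD, cut at about 20% in these data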;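 further: 0% = DMSO wells while the 100% control is not disclosed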
Target sequence (O14672 214-748 limits assumed): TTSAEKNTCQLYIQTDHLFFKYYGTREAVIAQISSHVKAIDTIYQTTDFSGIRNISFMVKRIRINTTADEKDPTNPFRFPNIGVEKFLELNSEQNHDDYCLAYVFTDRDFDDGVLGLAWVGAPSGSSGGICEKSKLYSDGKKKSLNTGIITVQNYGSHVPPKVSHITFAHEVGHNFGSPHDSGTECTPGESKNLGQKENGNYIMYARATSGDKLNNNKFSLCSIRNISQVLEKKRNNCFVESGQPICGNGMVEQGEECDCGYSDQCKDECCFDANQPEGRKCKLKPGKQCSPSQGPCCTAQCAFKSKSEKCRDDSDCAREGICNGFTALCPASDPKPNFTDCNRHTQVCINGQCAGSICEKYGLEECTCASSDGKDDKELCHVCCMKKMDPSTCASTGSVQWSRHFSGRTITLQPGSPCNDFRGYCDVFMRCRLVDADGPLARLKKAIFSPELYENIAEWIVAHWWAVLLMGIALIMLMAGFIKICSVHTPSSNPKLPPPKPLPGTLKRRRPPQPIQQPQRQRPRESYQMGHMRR
hcDAF12 agonist: H. contortus DAF-12 nuclear receptor activators, primary screen, cell-based, luminescence, HEK293, lit1-tk-luc reporter; AID 652067, 2013; 1.4% of 370,000 active; HEK293 hcDAF-12 lit1-tk-luc reporter; 0% DMSO, 100% Δ7-dafachronic acid; activation, % at 6.8 µM;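 active means activation above the mean of all tested compounds plus 3 SD, cut at about 5.5% in these data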;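 further: 100% = response to 3 µM Δ7-dafachronic acid high control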
DAX1 inh-2: DAX1 (NR0B1) inhibitors on StAR promoter, primary screen, cell-based, luminescence, SF-1 (NR5A1), full-length DAX-1; HEK293T StAR-luciferase reporter, SF-1/DAX-1 repression relief; AID 652010, 2013; inhibition, % at 6.8 µM; 1.1% of 370,000 active;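 active means inhibition above the mean over all tested compounds plus 3 SD, cut at about 3.6% in these data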;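 further: 0% = DAX-1 cells with DMSO and 100% = cells lacking DAX-1 with DMSO; higher inhibition means more luminescence from relief of DAX-1 repression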
ssDAF-12 act: S. stercoralis DAF-12 nuclear receptor activators, primary screen, cell-based, luminescence, HEK293, GRIP1 co-expression, lit1-tk-luc; Nuclear hormone receptor DAF-12 (Strongyloides stercoralis); HEK293 ssDAF-12/GRIP1 lit1-tk-luc reporter; % of 3 µM dafachronic acid response; activation, % at 6.8 µM; 1% of 370,000 active; AID 652126, 2013;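 active means activation above the mean over all tested compounds plus 3 SD, cut at about 0.9% in these data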;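 further: 0% = DMSO-only wells and 100% = 3 µM delta7-dafachronic acid wells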
SMARCA2 activ: SMARCA2 (BRM) function activators, primary screen, cell-based, luminescence, high throughput | activation, % at 9.1 µM | MG213 cells, MMTV-luciferase reporter, dexamethasone, overnight | 1% of 370,000 active; in the data active means activation above about 7.8%;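 further: 0% = vehicle wells and 100% = reference activator wells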
FXN GAA850 act: FXN promoter activators, primary screen, cell-based, luciferase luminescence, HEK293 lucGAA850; HEK293 lucGAA850 FXN promoter luciferase reporter, 24 h; percent of 10 µM SAHA response; activation, % at 6 µM; 0.56% of 360,000 active; AID 540364, 2011;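 active means activation above the average of all compounds screened plus 3 SD, cutoff fixed separately per campaign, cut at about 7.5% in these data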;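 further: 0% = DMSO wells and 100% = 10 µM SAHA wells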
An asterisk follows results filed as active; i = inactive; · = no result given.

compound	hgDAF-12 ag	ssDAF-12 act	NPR2 activator	GC-A act	hcDAF12 agonist	sPLA2-III inh	DAX1 inh-2	FXN GAA850 act	DAX1 inh-1	SMARCA2 activ	ADAM10 inh
O=C(NCc1ccc(F)cc1)C1CCN(C(=O)NCc2ccccc2)CC1	-0.1	-1.3	0	-1	-1.8	0	-0.1	0.3	-0.6	2	0
Cc1cc(C)n(-c2ccc(C(=O)NC3CCCCC3)cc2)n1	2.7	-1.5	4	1	-1.3	2	1.0	3.5	0.9	-1	-64
CC(=O)Nc1cc(-c2ccncc2)cn2c(-c3ccccc3)cnc12	-1.8	-1.6	3	1	-1.3	-2	-0.8	1.2	·	-2	-17
C[C@H](CO)N1C[C@H](C)[C@@H](CN(C)C(=O)Nc2ccc(F)cc2)Oc2ncc(-c3ccc(F)cc3)cc2C1=O	-2.3	-1.7	7	2	0.2	1	-1.4	-3.8	-0.3	2	-7
CC(O)CNCCOc1ccccc1OCc1ccccc1 (centres undefined)	-0.3	-1.9	3	-2	-2.0	4	0.1	-0.8	-0.5	-2	-1
O=C1CSC(c2ccccc2)N1Cc1ccccn1 (centres undefined)	2.1	-1.8	1	-3	1.7	-1	0.0	0.0	-0.4	2	6
CCOc1ccccc1C(=O)OCC(=O)Nc1ccc(N2CCCCC2)cc1	-1.9	-1.0	·	·	0.0	-8	-0.3	0.4	-0.6	-2	-3
COc1ccccc1NC(=O)CN(Cc1ccco1)C(=O)c1ccc(-n2nc(C)cc2C)cc1	-3.0	-1.9	-10	-4	-1.7	1	-0.8	0.3	-2.2	-3	1
CCCCCC(=O)Nc1ccc(-c2cn3cccnc3n2)cc1	0.9	-0.8	2	0	-0.1	-1	-0.3	4.0	1.1	3	i
CC/C(=N\NC(=O)c1cc(C)nc2ccccc12)c1ccc(C)s1	0.0	-0.7	-1	0	-2.7	-2	-1.4	-4.2	0.3	-2	4
Fc1ccc(C2c3cccn3CCN2C(=S)Nc2cccc(Br)c2)cc1 (centres undefined)	0.5	-1.4	0	2	-1.3	-1	-1.0	-1.1	0.4	-2	9
CN(C)C(=O)CCc1ccc2c3c([nH]c2c1)[C@]1(CCc2ccccc2)[C@@H](C(=O)N2CCCCC2)C[C@H](CC(=O)NCc2ccco2)C(=O)N1CC3	2.7	-1.8	3	-1	-1.9	0	0.1	-2.5	-0.7	-3	-14
Cc1ccc(CS(=O)(=O)c2nsc(C)c2C#N)cc1	3.6	-1.2	2	2	-2.9	8	-0.1	0.7	1.3	0	-7
COc1ccc(Oc2c(C)nc(SCC(=O)c3ccc(Cl)cc3)[nH]c2=O)cc1	-2.1	0.1	-11	-3	-1.8	-57	0.1	1.0	3.0	3	3
Cc1oc2cc3oc(=O)c(CC(=O)O)c(C)c3cc2c1-c1ccccc1	-2.3	-1.6	-4	-5	-0.7	-12	0.3	-0.2	-0.6	2	-59
CCc1ccc(NC(=O)COC(=O)Cn2cnc3ccccc32)cc1	2.2	-0.6	0	-1	-0.7	1	-0.1	-0.4	-0.6	4	-7
CN(CC(=O)Nc1ccccc1Cl)C(=O)Cn1cnc2ccc(Cl)cc2c1=O	0.9	-0.9	0	-1	-0.3	2	-1.5	-0.3	-0.4	-3	2
Cc1ccc(C(=O)N/C(=C/c2ccco2)C(=O)N2CCCCC2)cc1	2.4	-0.7	1	-2	0.8	5	0.1	-1.1	0.3	-2	-12
C=CCNC(=O)c1ccc(CSc2nc3ccccc3s2)cc1	1.4	-0.4	4	-2	5.7*	-39	-3.4	4.0	0.0	-3	10
COc1ccc(C2=NN(C(=O)c3ccccc3)C(c3cccc([N+](=O)[O-])c3)C2)cc1 (centres undefined)	-1.4	-1.9	-3	-2	-2.0	3	0.5	1.6	1.9	-2	3
O=C(CN1C(=O)NC2(CCCCCC2)C1=O)NCc1ccccc1Cl	-2.3	-0.9	3	0	-0.2	7	1.8	-1.6	-0.3	-1	-3
CC(C)(C)c1nc(CN2CCOCC2)cc(CN2CCOCC2)c1O	-0.5	-0.6	3	2	-0.5	3	0.5	0.3	-0.7	2	4
COC(=O)c1c(C)[nH]c(C(=O)C(C)OC(=O)c2ccco2)c1C (centres undefined)	3.5	-1.5	-1	0	-0.7	1	0.4	-0.4	0.3	-3	-3
CCC(C)c1ccccc1NC(=O)CN(C)CCOc1ccc(Cl)cc1 (centres undefined)	0.7	-1.4	-9	-20	9.2*	-6	-0.4	-0.5	0.2	-2	12
N#C/C(=C1/CCCCCN1)c1nc2ccccc2[nH]1	8.8	0.0	1	5	3.5	2	-0.8	4.2	1.8	4	7
Cc1ccc(S(=O)(=O)N2[C@@H](c3ccc(C(C)(C)C)cc3)C(C(=O)O)=CC[C@H]2c2cccs2)cc1	1.7	-1.0	-8	-4	-0.4	-32	0.4	1.0	-1.3	1	-6
COc1cc(O)c(C=Nc2ccccc2NS(=O)(=O)c2ccc(C)cc2)c(OC)c1	1.9	-1.2	0	-5	-1.4	-8	-0.6	2.0	-0.4	1	0
Cc1oc(-c2cccc(Cl)c2)nc1CS(=O)(=O)CC(=O)NCc1ccco1	-1.0	-0.7	-6	-3	-2.2	-20	-0.2	-1.2	-0.4	0	-1
CCOCC(=O)Nc1c(C(=O)Nc2ccccc2OC)oc2ccccc12	1.4	-0.7	-2	5	3.0	0	0.2	0.2	-0.9	5	-1
Cc1ccc(NC(=O)c2nc[nH]c2C(=O)N[C@@H](C)c2ccccc2)cc1	-3.3	-1.4	-2	0	-3.8	-2	-1.1	2.1	-1.2	0	24*

New compounds follow
compound	hgDAF-12 ag	ssDAF-12 act	NPR2 activator	GC-A act	hcDAF12 agonist	sPLA2-III inh	DAX1 inh-2	FXN GAA850 act	DAX1 inh-1	SMARCA2 activ	ADAM10 inh
O=C(NCc1ccccc1Cl)c1ccc2c(c1)OCO2	0.1	-0.3	-1	2	0.1	0	1.4	3.0	1.0	-1	3
COc1cccc(C(=O)C2CCCN(C(=O)c3ccccc3Cl)C2)c1 (centres undefined)	-1.4	-1.5	0	1	1.0	-2	0.0	2.9	-0.1	-1	-4
CC1CCN(S(=O)(=O)c2ccc(C(=O)Nc3ncccc3O)cc2)CC1	16*	-0.2	0	3	0.0	-19	6.3*	3.2	3.0	-3	2
Cc1ccc(-n2ccnc2SCC(=O)O)c(C)c1	1.2	-1.7	2	0	-2.0	-1	-0.2	0.0	-0.2	-2	-3
c1ccc(CNc2nc(-c3ccccn3)nc3ccccc23)cc1	-8.3	-2.4	15	23	-3.1	10	-1.9	-7.2	-4.0	-5	-27
BrC(=C\c1ccccc1)/C=N/N1CCN(c2ccccc2)CC1	-1.8	-0.8	2	2	-2.4	-1	-0.9	4.0	-0.2	3	8
COc1ccccc1/C=C/C(=O)OCC(=O)N1CCc2ccccc21	-0.9	-1.0	-1	2	-0.2	2	-0.1	-1.1	-0.6	-1	-167
O=C(OCC(=O)N1CCCC1=O)c1ccc(O)cc1O	0.0	-0.9	3	1	-2.7	0	1.3	1.7	-0.3	-2	-6
COCCn1nnnc1C(c1cccc(C#N)c1)N1CCCCCC1 (centres undefined)	1.0	-1.7	0	-4	0.8	-3	-0.3	4.4	1.2	2	-3
Cc1cccc(C)c1NC(=O)CN1CCN(C(=O)CN2C(=O)NC3(CCCCC3C)C2=O)CC1 (centres undefined)	-1.4	-1.2	1	3	-0.6	6	1.5	-1.8	0.1	-2	-8
CC(C)(C)n1nnnc1C(c1ccccc1)N1CCN(CCN2CCOCC2)CC1 (centres undefined)	2.7	-0.5	4	2	0.7	5	-0.2	·	·	0	-4
CCCCN(C)C(=O)c1cc2cc3ccc(OC)cc3nc2s1	17*	0.3	8	11	7.0*	-16	3.5	3.5	-1.3	2	i
CC(=O)Nc1ccc(NC(=O)COC(=O)CCCc2c[nH]c3ccccc23)cc1	1.1	-1.1	0	-1	-0.8	-63	0.3	1.1	0.1	-1	3
CN(Cc1ccccc1)C(=O)c1cccc(NC(=O)Cc2ccc([N+](=O)[O-])cc2)c1	-3.1	-2.2	0	-1	-1.3	-38	-1.0	-0.1	-1.1	-2	13
CCCCOCCCNC(=O)C[C@@H]1C[C@@]2(C(=O)OC)CCCCC=C2N(Cc2ccc(Cl)cc2Cl)C1=O	4.1	-1.6	-12	-4	-0.3	-7	-0.8	·	·	-2	1
COc1ccc(C=O)cc1Cn1cnc2c(cnn2C)c1=O	1.1	-1.4	-5	0	1.3	8	0.0	1.3	3.6	2	-13
Cc1ccc(S(=O)(=O)NC(CC(=O)n2nc(C)cc2C)c2ccccc2)cc1 (centres undefined)	1.7	-1.6	-8	-5	0.4	-13	-0.9	1.0	1.4	1	12
CC(C)=NOC(=O)c1c(C)noc1-c1snnc1C	-1.8	-1.6	2	-4	-1.1	1	-0.4	-0.4	0.6	1	7
COc1ccccc1N(CC(=O)NCCSc1ccccc1)S(C)(=O)=O	1.2	-1.5	-1	1	-2.0	-1	0.3	-0.4	-0.4	-3	-5
CC1CCN(C(=O)NC(=O)c2ccc(Cl)cc2)CC1	0.7	-0.9	-2	0	-1.6	4	0.2	0.9	-0.3	1	-1
O=C(NCCS(=O)(=O)N1CCN(c2ccccc2F)CC1)C1CC(=O)N(c2ccccc2)C1 (centres undefined)	1.2	-1.0	-4	-1	-2.2	6	0.0	-0.2	0.3	-2	-10
COc1ccccc1NC(=O)N1CCOCC1	-2.0	-0.5	3	1	0.5	3	0.5	2.0	-0.5	0	5
O=C1NC(=O)C(c2ccc(F)cc2)N1 (centres undefined)	0.6	-1.2	3	2	0.2	-4	-0.2	-14	0.6	0	5
O=C1NC(=O)C(=O)N1	0.5	-0.5	3	2	-1.4	-2	0.5	1.8	2.0	3	4
O=C(NCCC1CCCC1)c1cccs1	7.2	-1.1	2	-1	1.1	-2	0.4	2.6	1.6	1	-5

2 entries from above, set out differently.
Values run as follows: hgDAF-12 ag, ssDAF-12 act, NPR2 activator, GC-A act, hcDAF12 agonist, sPLA2-III inh, DAX1 inh-2, FXN GAA850 act, DAX1 inh-1, SMARCA2 activ, ADAM10 inh
- Fc1ccc(C2c3cccn3CCN2C(=S)Nc2cccc(Br)c2)cc1 (centres undefined)
  0.5, -1.4, 0, 2, -1.3, -1, -1.0, -1.1, 0.4, -2, 9
- O=C1CSC(c2ccccc2)N1Cc1ccccn1 (centres undefined)
  2.1, -1.8, 1, -3, 1.7, -1, 0.0, 0.0, -0.4, 2, 6
